mIAP inh: blocks mouse intestinal alkaline phosphatase. purified mouse IAP, CDP-Star luminescence, 30 min. inhibition, % at 10 µM. 330,000 compounds, 0.2% hits;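 active = inhibition of at least 40% at 10 µM in the primary screen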;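 also: plate controls were DMSO with enzyme for no effect and no enzyme wells for full effect; values of inactives mirror those of a sister screen read the other way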
hIAP activ: human IAP activation; P09923; purified human IAP, CDP-Star luminescence, 30 min; hits give high values; 1 = vehicle-only enzyme, 0 = enzyme-free background; activation factor at 10 µM; 330,000 compounds, 0.16% hits;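 active = activation factor of the enzyme at least 2-fold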; also: the source names both 10 and 20 µM as test concentration; values of inactives mirror those of a sister screen read the other way
ATG4B inhibitor: ATG4B (human) cysteine protease inhibition. ATG4B cleavage of LC3-PLA2, NBD-HPC fluorescence, 1 h. 340,000 compounds, 0.51% hits. inhibition, % at 8.33 µM. AID 504462; in the data active = inhibition above about 40%
Target sequence (Q9Y4P1 whole entry, looked up): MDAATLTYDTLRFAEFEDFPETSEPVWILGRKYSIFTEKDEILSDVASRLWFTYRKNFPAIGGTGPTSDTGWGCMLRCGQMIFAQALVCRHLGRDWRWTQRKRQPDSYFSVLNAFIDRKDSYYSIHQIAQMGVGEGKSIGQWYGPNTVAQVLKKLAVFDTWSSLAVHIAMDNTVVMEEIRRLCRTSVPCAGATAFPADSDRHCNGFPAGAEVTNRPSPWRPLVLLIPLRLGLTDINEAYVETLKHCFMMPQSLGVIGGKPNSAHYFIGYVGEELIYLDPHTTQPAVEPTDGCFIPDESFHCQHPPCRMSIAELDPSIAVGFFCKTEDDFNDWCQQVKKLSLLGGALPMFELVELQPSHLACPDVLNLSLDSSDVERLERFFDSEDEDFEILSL
beta cell repl: inducers of beta-cell replication in MIN6 cells | MIN6 cells proliferation, ATPlite luminescence, 48 h; cells starved in 0.2% serum; 100% = growth in 10% serum | proliferation, % at 10 µM | 330,000 compounds, 0.29% hits | AID 2380;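 active = compounds whose signal lies at least 3.5 SD above the mean of all wells on their plate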;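 also: 0% = DMSO-treated cells in low-serum medium and 100% = 10% serum control; some compounds called inactive have numbers as strong as hits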
mIAP activ: mouse IAP activation | muIAP, CDP-Star luminescence, 30 min; hits give high values; 1 = vehicle-only enzyme signal, 0 = enzyme-free wells | activation factor at 10 µM | 330,000 compounds, 0.24% hits | AID 2805;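 active = activation factor of at least 2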; also: the source names both 10 and 20 µM as test concentration; values of inactives mirror those of a sister screen read the other way
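Assay system: mouse IAP enzyme / Compound: DMSO-dissolved test compounds / Timing: 30 min, room temperature / Measured by: luminescence from enzymatic CDP-Star hydrolysis / Control set: DMSO-only wells, enzyme-free buffer wells as negative control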
MPTP inh: blocks calcium-induced mitochondrial swelling; isolated mouse mitochondria, Ca2+ swelling absorbance, 30 min; inhibition, % at 10 µM; 360,000 compounds, 1.4% hits; AID 602449;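 active = inhibition of 50% or more, scaled per plate between neutral and stimulator controls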;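 also: 0% = DMSO wells given calcium and 100% = 1 mM EGTA wells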
A3G deaminase: APOBEC3G (human) deaminase inhibition | AID 493012 | inhibition, % at 20 µM | 330,000 compounds, 0.28% hits | Q9HC16 | recombinant A3G, ssDNA deamination FAM/TAMRA fluorescence;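 active = inhibition of at least 40% at 20 µM, with no more than 30% in the related APOBEC3A deaminase screen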;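 also: plate controls were DMSO wells with A3G for no effect and wells lacking A3G enzyme for full effect; some compounds called inactive have numbers as strong as hits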
Target sequence (Q9HC16 whole entry, looked up): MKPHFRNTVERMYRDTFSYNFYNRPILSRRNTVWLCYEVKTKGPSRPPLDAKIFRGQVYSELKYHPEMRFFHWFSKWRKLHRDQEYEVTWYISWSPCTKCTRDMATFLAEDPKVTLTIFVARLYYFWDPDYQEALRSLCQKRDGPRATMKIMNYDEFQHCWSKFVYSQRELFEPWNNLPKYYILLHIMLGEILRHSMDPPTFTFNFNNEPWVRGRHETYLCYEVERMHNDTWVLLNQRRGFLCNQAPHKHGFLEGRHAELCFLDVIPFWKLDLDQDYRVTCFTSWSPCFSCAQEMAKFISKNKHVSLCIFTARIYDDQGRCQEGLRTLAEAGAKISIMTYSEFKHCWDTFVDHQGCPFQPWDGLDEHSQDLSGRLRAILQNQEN
hIAP inh: blocks human intestinal alkaline phosphatase | P09923 | purified IAP, CDP-Star luminescence, 30 min | inhibition, % at 10 µM | 330,000 compounds, 0.12% hits | AID 2544;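 active = inhibition reaching a set limit with compound at 10 µM in the primary screen, cut at about 35% in these data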;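 also: plate controls were DMSO wells with enzyme for no effect and no-enzyme buffer wells for full effect; values of inactives mirror those of a sister screen read the other way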
APOBEC3A inh: blocks human APOBEC3A ssDNA deamination; P31941; recombinant A3A, FAM/TAMRA ssDNA deamination fluorescence; inhibition, % at 20 µM; 330,000 compounds, 0.41% hits; AID 493011;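 active = at least 40% inhibition at 20 µM here, with at most 30% in a related deaminase screen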;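 also: plate controls were A3A with DMSO for no effect and wells lacking A3A enzyme for full effect; some results filed as inactive read as strong as hits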
Target sequence (P31941 whole entry, looked up): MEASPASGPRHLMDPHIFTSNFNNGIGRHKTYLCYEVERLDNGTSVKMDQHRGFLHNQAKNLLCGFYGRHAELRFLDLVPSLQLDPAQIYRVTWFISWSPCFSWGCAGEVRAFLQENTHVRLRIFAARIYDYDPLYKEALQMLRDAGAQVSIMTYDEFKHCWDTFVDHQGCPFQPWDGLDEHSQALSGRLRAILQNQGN
Numbers without * were called inactive; . = no result given.

item	compound	mIAP inh	hIAP activ	ATG4B inhibitor	beta cell repl	mIAP activ
1	CC(C)[C@H](NC(=O)N1c2ccccc2NC(=O)[C@@H]1C(C)C)C(=O)N[C@@H](Cc1ccccc1)C(=O)O	6	0.86	-8	-1	0.94
2	COc1ccc(OC)c(-c2cc(C3CCN(C(=O)OC(C)(C)C)CC3)[nH]n2)c1	0	1.1	-9	-3	1
3	N#CC1=C(N)N2C(=C(C#N)C13CCCC3)Nc1ccccc12	14	1.1	8	-2	0.86
4	O=C(NNC(=O)C1CCCC1)c1ccccc1F	4	1.1	3	-1	0.96
5	CCN(CC(=O)Nc1cccc(OC)c1)C(=O)c1cnc(Cl)c(Cl)c1	10	1.1	-10	-1	0.91
6	COC(=O)C(C)n1cnc2c(nnn2-c2ccc(F)cc2)c1=O (configuration not stated)	-8	0.97	-18	0	1.1
7	O=C(NC(=S)Nc1ccc(Cl)cn1)C12CC3CC(CC(C3)C1)C2	10	1.2	1	-4	0.9
8	O=C(c1ccc(Cl)cc1)N1CCN(c2cc(=O)[nH]nc2-c2ccccc2)CC1	-11	1	-10	0	1.1
9	Cc1ccc(NC(=O)CN(C)C(=O)c2cc(-c3ccccc3)nn2-c2ccccc2)cc1	-32	0.94	-13	-3	1.3
10	Cc1ccc2c(c1)c(C)cc[n+]2Cc1ccccc1	4	0.89	1	0	0.96
11	CC1C(=O)N2CCCc3cc(NC(=O)c4ccccc4F)cc1c32 (configuration not stated)	-11	1.2	6	-2	1.1
12	CCOC(=O)c1nn(-c2ccccc2)c(C(=O)OCC)c1N	1	1.1	-10	0	0.99

item	MPTP inh	A3G deaminase	hIAP inh	APOBEC3A inh
1	2.1	-2	14	-3
2	-2.7	-16	-7	-8
3	0.5	-6	-12	1
4	0.6	-7	-11	-1
5	0.3	6	-11	3
6	0.6	0	3	2
7	0.0	-1	-15	1
8	-0.7	-5	-2	-5
9	-4.1	-14	6	-4
10	0.3	-6	11	3
11	-1.3	0	-19	2
12	0.0	-1	-11	1

Profiles, quoted from the list. Order of values: mIAP inh, hIAP activ, ATG4B inhibitor, beta cell repl, mIAP activ, MPTP inh, A3G deaminase, hIAP inh, APOBEC3A inh
Profile of CC(C)[C@H](NC(=O)N1c2ccccc2NC(=O)[C@@H]1C(C)C)C(=O)N[C@@H](Cc1ccccc1)C(=O)O → 6, 0.86, -8, -1, 0.94, 2.1, -2, 14, -3
Profile of N#CC1=C(N)N2C(=C(C#N)C13CCCC3)Nc1ccccc12 → 14, 1.1, 8, -2, 0.86, 0.5, -6, -12, 1
Profile of CCOC(=O)c1nn(-c2ccccc2)c(C(=O)OCC)c1N → 1, 1.1, -10, 0, 0.99, 0.0, -1, -11, 1
Profile of COC(=O)C(C)n1cnc2c(nnn2-c2ccc(F)cc2)c1=O (configuration not stated) → -8, 0.97, -18, 0, 1.1, 0.6, 0, 3, 2

Further structures:
item	compound	mIAP inh	hIAP activ	ATG4B inhibitor	beta cell repl	mIAP activ
13	O=Cc1c(NCc2ccccc2Cl)c2ccccc2[nH]c1=O	10	1.2	4	0	0.9
14	Cc1ccc2nc(-c3ccccc3)c(CN3CCOCC3)n2c1	1	0.98	-12	-1	0.99
15	O=C(Nc1ccc(OC(F)F)cc1)c1ncc(Cl)c(Cl)c1Cl	12	0.84	8	-6	0.88
16	CC(=O)c1c(C)[nH]c(C(=O)OCc2ccccc2)c1C	-3	1.4	2	-1	1
17	CNc1c([N+](=O)[O-])cnn1-c1ccc(Cl)cc1	-4	1.1	6	-3	1
18	CCn1c(CNc2ccc(OC)cc2)nnc1SCC(=O)Nc1ccc(F)cc1	-1	1.2	-19	-4	1
19	Cc1ccc(SCC(=O)NC(=O)NCc2ccccc2)c(C)c1	3	1.1	30	-3	0.96
20	COc1cc(OC)cc(C(=O)NNC(=O)c2nn(C)c(=O)c3ccccc23)c1	-4	2.1*	6	0	1
21	CCn1nc(NC(=O)C(C)(C)C)c2cc3cccc(C)c3nc21	-46	1.3	-2	-1	1.5
22	O=C(COc1nsnc1N1CCOCC1)Nc1ccc(Br)cc1	-7	1.1	1	-2	1.1
23	CCOC(=O)C1=C(COC(=O)c2cccnc2SC)NC(=O)NC1C (configuration not stated)	4	1.1	-5	2	0.96
24	Cc1cccc(N2C(=O)CC(N3CCN(Cc4ccc5c(c4)OCO5)CC3)C2=O)c1 (configuration not stated)	5	1.1	-8	-4	0.95

item	MPTP inh	A3G deaminase	hIAP inh	APOBEC3A inh
13	0.9	-8	-24	-8
14	0.8	-8	2	-2
15	-1.4	6	16	7
16	7.3	-8	-41	3
17	1.3	-8	-11	-5
18	0.5	-5	-16	-5
19	-2.2	-7	-7	-1
20	0.5	-8	-106	-2
21	-0.2	-1	-27	1
22	-0.1	-10	-13	-2
23	-1.8	-2	-5	1
24	0.1	-2	-13	-5

Next section.
item	compound	mIAP inh	hIAP activ	ATG4B inhibitor	beta cell repl	mIAP activ
25	COC(CNC(=O)c1cc(C(=O)c2c(-c3c(Cl)cccc3Cl)noc2C)c[nH]1)OC	2	1.1	-13	2	0.98
26	CC(C)(Oc1ccc(Cl)cc1)C(=O)NC1CCSC1=O (configuration not stated)	-5	1	19	-2	1.1
27	CCOC(=O)COc1nc(-c2ccc(C)cc2)cc(-c2ccco2)c1C#N	-1	1.1	0	0	1
28	CC(=O)Nc1ccc(CN2CCC(n3nccc3NC(=O)CCc3ccccc3)CC2)cc1	-13	1.2	20	5	1.1
29	O=c1[nH]c2ccc(S(=O)(=O)N3CCN(Cc4ccccc4)CC3)cc2[nH]c1=O	2	1	-8	-1	0.98
30	COC(=O)N/N=C/c1cccc(OCCSc2ccc(Cl)cc2)c1	2	0.93	28	0	0.98
31	O=C(CNS(=O)(=O)c1ccccc1)NCc1ccco1	-2	1	-3	-1	1
32	O=c1[nH]c2cccnc2c2ccsc12	1	0.99	6	1	0.99
33	COC(=O)c1[nH]c2ccc(C)cc2c1NC(=O)CCN1CCN(C2CCCCC2)CC1	12	0.83	.	-2	0.88
34	COc1ccc(C(=O)COC(=O)c2ccc(N(C)C)cc2)cc1	-6	0.95	-3	0	1.1
35	CCOC(=O)CC(=O)N/N=C/c1c(N)n(C)c(=O)n(C)c1=O	4	1.6	-8	-4	0.95
36	O=C(CSC(=S)N1CCCC1)c1cc(Br)cc(Br)c1O	13	0.97	24	-5	0.87

item	MPTP inh	A3G deaminase	hIAP inh	APOBEC3A inh
25	-3.0	-1	-6	-7
26	1.4	-5	-3	-1
27	1.7	-8	-10	-1
28	-2.4	-5	-22	-5
29	-0.2	-7	-3	-1
30	13	-5	7	-1
31	-2.2	8	0	8
32	-0.9	-8	1	-2
33	.	-2	17	-1
34	0.1	-2	5	0
35	-1.1	-2	-62	-2
36	.	-2	3	1

(cont.)
item	compound	mIAP inh	hIAP activ	ATG4B inhibitor	beta cell repl	mIAP activ
37	Cc1ccc(S(=O)(=O)CCC(=O)OCC(=O)Nc2ncc(Cl)cc2Cl)cc1	-6	1.1	-6	0	1.1
38	CCCC(C(=O)NC(C)(C)C)N(Cc1ccc(F)cc1)C(=O)c1snc(C(N)=O)c1N (configuration not stated)	-2	1.3	2	-1	1
39	O=C(NC(=S)NC1CCCC1)c1ccccc1	-1	0.91	-2	-7	1
40	COc1ccc(N2CCN(Cc3ccc(Br)s3)CC2)cc1	-6	1.1	9	1	1.1
41	Cc1cc(C)c(C)c(S(=O)(=O)N2C(=S)NC(=O)C2C(C)C)c1C (configuration not stated)	15	0.85	1	-1	0.85
42	CC1(C)Cc2c(sc(/N=C/N3CCCC3)c2C#N)C(C)(C)N1	8	0.98	-14	2	0.92
43	Cc1ccc(-n2nc(C)c(/C=N/n3c(C)n[nH]c3=S)c2Cl)cc1	3	0.93	1	4	0.97
44	CC(C)(C)NC(=O)c1ccc2c(c1)N(CC(=O)N1CCCC1)C(=O)C(C)(C)O2	-1	0.95	-1	-2	1
45	CCC(C)NS(=O)(=O)c1ccc(OCC(=O)NCc2ccccn2)cc1 (configuration not stated)	0	0.96	11	0	1
46	COc1ccc(NC(=O)C2CCCN(c3nc(C)cc(C)n3)C2)cc1 (configuration not stated)	-5	0.98	1	4	1
47	CN(C1CCS(=O)(=O)C1)S(=O)(=O)c1ccccc1[N+](=O)[O-] (configuration not stated)	5	1.3	-6	2	0.95
48	CCCCCCn1c(N2CCN(c3ccccc3)CC2)nc2c1c(=O)[nH]c(=O)n2C	1	1.2	0	-5	0.99

item	MPTP inh	A3G deaminase	hIAP inh	APOBEC3A inh
37	-0.3	-1	-12	4
38	-0.1	-3	-27	5
39	-0.1	-1	9	-2
40	0.2	-3	-9	-1
41	-0.3	17	15	1
42	1.3	-6	2	0
43	0.5	2	7	3
44	-0.8	-11	5	-5
45	-0.3	-4	4	-1
46	-0.5	-4	2	-2
47	2.4	-6	-28	-5
48	-2.3	-2	-23	-14

Printed as active in hIAP activ, among the entries above:
No. | Molecule | mIAP inh | hIAP activ | ATG4B inhibitor | mIAP activ | MPTP inh | A3G deaminase | hIAP inh | APOBEC3A inh
20 | COc1cc(OC)cc(C(=O)NNC(=O)c2nn(C)c(=O)c3ccccc23)c1 | -4 | 2.1* | 6 | 1 | 0.5 | -8 | -106 | -2

Remaining list, next part
item	compound	mIAP inh	hIAP activ	ATG4B inhibitor	beta cell repl	mIAP activ
49	Cc1cccc(N2CCN(C(=O)C3CCN(c4ncnc5c4nc4n5CCCCC4)CC3)CC2)c1C	-11	1.1	63*	-1	1.1
50	COc1ccc(CNS(=O)(=O)c2cc(-c3cc(C)no3)ccc2C(C)C)cc1	-2	0.89	-2	-3	1
51	CCCNC(=O)C1CC(c2ccccc2[N+](=O)[O-])=NO1 (configuration not stated)	4	0.82	-10	3	0.96
52	Cc1ccc(NC(=O)/C(CN(C)C)=N\O)cc1	-2	1	-11	1	1
53	Cc1cccc(NC2(C(F)(F)F)N=C3SCCN3C2=O)n1 (configuration not stated)	0	0.94	6	-2	1
54	CCCN(CC(=O)Nc1ccccc1C)C(=O)c1cc(=O)[nH]c2ccccc12	-8	1.1	-1	0	1.1
55	COc1cc2c(cc1OC)CN(C(=O)CCN1C(=O)C3CCCCC3C1=O)CC2 (configuration not stated)	-1	0.97	-2	4	1
56	COc1ccc(C[C@H]2CN3C(=NC[C@@H]3Cc3ccccc3)N2CCNC(=O)c2ccc(C)c(Br)c2)cc1	0	1.1	-13	-8	0.99
57	O=C1C(C23CC4CC(CC(C4)C2)C3)C(=O)N(c2ccccc2)N1c1ccccc1	5	0.82	10	-4	0.95
58	O=C(NCc1ccco1)c1ccc(COc2ccccc2[N+](=O)[O-])o1	2	1.2	10	2	0.98
59	CCS(=O)(=O)N1CCC(C(=O)Nc2cccc(C(C)=O)c2)CC1	-8	0.89	-8	-1	1.1
60	COC(=O)C1C(C(C)C)N(c2ccccc2)OC1(C)O (configuration not stated)	2	0.9	8	-2	0.98
61	C/[N+]([O-])=C\C1C(=O)CCCC1=O	-13	1	-2	0	1.1
62	CC1=C(C)CC(C(=O)NNC(=O)c2ccccc2O)C(C(=O)O)C1 (configuration not stated)	-3	0.9	-6	-3	1

item	MPTP inh	A3G deaminase	hIAP inh	APOBEC3A inh
49	1.8	-3	-14	-2
50	-0.4	4	11	3
51	-0.1	-8	18	-2
52	-1.1	-3	-5	-6
53	-0.8	-8	6	1
54	-0.4	-8	-8	-2
55	-0.2	9	3	4
56	-0.7	-8	-11	-3
57	5.2	-1	18	-1
58	-1.6	-9	-24	-3
59	-0.9	-6	11	-4
60	0.6	-2	10	1
61	0.0	-4	-4	2
62	-0.6	-3	10	-8

Screens: PubChem BioAssay, Sanford-Burnham Center for Chemical Genomics
